Source: PubChem BioAssay
FEN1 inhibitor: human FEN1 inhibition | Potency, µM (highest dose often 114 µM), for inactives: top-dose activity change, negative = inhibition, hits mostly inhibitors | Recombinant FEN1 flap cleavage, fluorescence, 15 min | AID 588795 | hit rate 0.35% among 390,000; also: nearly all actives have a fitted effect of over 65% in size
Target sequence (P39748 whole entry, looked up): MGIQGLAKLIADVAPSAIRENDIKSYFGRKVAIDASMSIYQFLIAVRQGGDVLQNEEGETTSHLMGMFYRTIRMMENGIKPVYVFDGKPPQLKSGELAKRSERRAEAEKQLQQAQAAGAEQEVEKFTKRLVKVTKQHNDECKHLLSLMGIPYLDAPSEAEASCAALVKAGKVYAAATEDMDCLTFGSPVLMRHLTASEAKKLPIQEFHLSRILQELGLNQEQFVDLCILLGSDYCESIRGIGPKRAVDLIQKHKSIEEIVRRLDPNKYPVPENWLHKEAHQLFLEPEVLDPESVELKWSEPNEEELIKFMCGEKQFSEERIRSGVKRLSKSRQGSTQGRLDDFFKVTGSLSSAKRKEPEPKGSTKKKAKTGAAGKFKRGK
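Quantitative HTS format: each compound was titrated, incubated with 10 nM nuclease for 15 min at room temperature, then challenged with flap substrate at 50 nM final. Signal change over 15 min gave concentration–effect curves.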
GCN5L2 inh: GCN5L2 (KAT2A) acetyltransferase inhibition. Q92830. GCN5L2 HAT assay, ThioGlo1 CoA-SH fluorescence. Potency, µM (top dose mostly 58.9 µM), inactives show at the top dose activity change, negative = inhibition, most hits filed as inhibitors. hit rate 0.21% among 390,000. AID 504327
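Preincubate 20nM GCN5L2 with compound 15 min, RT → add 50uM ThioGlo1 + 75uM H3(1-25) + 70uM acetyl-CoA → read fluorescence 0 and 20 min. Primary qHTS; fluorescent artifacts likely.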
N370S GC: inhibits or activates N370S mutant glucocerebrosidase; hit rate 0.092% among 330,000; P04062; N370S GC spleen homogenate, 4MU-glucoside fluorescence; Potency, µM (top dose mostly 59.4 µM), for the others: top-dose activity change, negative = inhibition, hits mostly inhibitors;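 also: 0% = full enzyme activity and -100% = no enzyme basal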
* marks the source's active call; other numbers are inactive results; & = joins results of further samples; [ ] = dose if it differs, or a comment. Calls follow the shape of the dose curve; as a rule, active = well fitted curve in the direction sought with a large enough effect; inconclusive = small, poorly fitted or top-dose-only effect, or another doubt; inactive = no such curve, though single readings can be large; an effect the other way counts as inactive or inconclusive. Unless noted, % is scaled to controls: 0 for no effect and ±100 for the full control effect; potency is read from the fitted curve at half-maximal effect.

Start of the data: the first 3 entries (preview)
Results for C=CCNC(=O)c1cc(Cl)ccc1[N+](=O)[O-] ?
FEN1 inhibitor: 0.4%; GCN5L2 inh: 3.6%; N370S GC: -18.0%

Results for CCCCOC(=O)Cn1c(=O)oc2ccc(C)cc21 ?
FEN1 inhibitor: -14.1%; GCN5L2 inh: -1.4%; N370S GC: 1.6%

What do the screens show for `O=C(NNC(=O)C1CCN(S(=O)(=O)c2ccc(Cl)cc2)CC1)c1ccc(Cl)cc1`?
FEN1 inhibitor: -7.2%; GCN5L2 inh: 7.4%; N370S GC: -2.7%

This part in full, repeating the preview:
Results for C=CCNC(=O)c1cc(Cl)ccc1[N+](=O)[O-] ?
FEN1 inhibitor: 0.4%; GCN5L2 inh: 3.6%; N370S GC: -18.0%

Results for CCCCOC(=O)Cn1c(=O)oc2ccc(C)cc21 ?
FEN1 inhibitor: -14.1%; GCN5L2 inh: -1.4%; N370S GC: 1.6%

What do the screens show for `O=C(NNC(=O)C1CCN(S(=O)(=O)c2ccc(Cl)cc2)CC1)c1ccc(Cl)cc1`?
FEN1 inhibitor: -7.2%; GCN5L2 inh: 7.4%; N370S GC: -2.7%

Results for Cc1ccccc1C(=O)OC1CCCN(C)C1 (centres undefined) ?
FEN1 inhibitor: -13.6%; GCN5L2 inh: -15.8%; N370S GC: -3.5%

How did O=C(Nc1ccc(Br)cc1)c1cc2nc(-c3ccccc3)cc(-c3ccccc3)n2n1 do in these assays?
FEN1 inhibitor: -0.8%; GCN5L2 inh: -3.0%

What do the screens show for `CC1CCCCN1S(=O)(=O)c1ccc(N(C(=O)c2cnccn2)C(C(=O)NC2CCCC2)c2cccs2)cc1` (centres undefined)?
FEN1 inhibitor: -13.6%; GCN5L2 inh: 1.8%; N370S GC: -6.2%

How did CC(/C=C/c1ccco1)=N/NC(=O)c1ccccc1Cl do in these assays?
FEN1 inhibitor: -1.6%; GCN5L2 inh: -28.4%; N370S GC: 5.0%

What do the screens show for `Cc1csc2nc(-c3cccc(NC(=O)c4cccc(F)c4)c3)cn12`?
FEN1 inhibitor: -19.9%; GCN5L2 inh: -21.6%

What do the screens show for `CC(=O)c1ncnn1CC(=O)c1ccc(Cl)cc1Cl`?
FEN1 inhibitor: 11.7%; GCN5L2 inh: -0.4%; N370S GC: 7.0%

Results for CN(C)S(=O)(=O)c1cccc(COC(=O)c2cc([N+](=O)[O-])ccc2N2CCOCC2)c1 ?
FEN1 inhibitor: 13.8%; GCN5L2 inh: -6.2%; N370S GC: 0.4%

Results for CCn1nc(C(=O)N2CCN(Cc3nc4ccccc4s3)CC2)c2ccccc2c1=O ?
FEN1 inhibitor: 17.5%; GCN5L2 inh: 0.6%

What do the screens show for `CCOc1ccc(CCNC(=O)c2c(C)oc3ncn(CC(C)C)c(=O)c23)cc1`?
FEN1 inhibitor: 3.3%; GCN5L2 inh: -4.1%

Results for COc1ccc(C(=O)Nc2ccccc2N2CCOCC2)cc1Br ?
FEN1 inhibitor: 11.7%; GCN5L2 inh: -3.0%; N370S GC: 5.7%

How did Cc1ccc([C@@H]2[C@@H]3C(=O)N(C)C(=O)[C@@H]3[C@@H]3C(=O)Nc4ccccc4C(=O)N23)cc1 do in these assays?
FEN1 inhibitor: 3.0%; GCN5L2 inh: -12.5%; N370S GC: 0.7%

How did CC(C)c1ccc(C(O)c2cnc(C(C)C)n2C)cc1 (centres undefined) do in these assays?
FEN1 inhibitor: -7.4%; GCN5L2 inh: -1.8%; N370S GC: 2.2%

How did Cc1ccc(S(=O)(=O)Nc2cccnc2)c(C)c1C do in these assays?
FEN1 inhibitor: 6.8%; GCN5L2 inh: -11.3%; N370S GC: -15.4%

What do the screens show for `Cc1ccc(NC(=O)CCc2nnc3n(C)c(=O)c4sccc4n23)cc1C`?
FEN1 inhibitor: 23.5%; GCN5L2 inh: -1.1%

How did CCOC(=O)N1CCC(NC(=O)CCCC(=O)O)CC1 do in these assays?
FEN1 inhibitor: 6.9%; GCN5L2 inh: 0.3%; N370S GC: 1.1%

What do the screens show for `COc1ccc([C@H]2CC(=O)C=C(c3cccc(OCc4ccccc4)c3)C2)cc1`?
FEN1 inhibitor: -1.6%; GCN5L2 inh: 1.9%

How did O=C1N=C(N2CCOCC2)S/C1=C\c1cccnc1 do in these assays?
FEN1 inhibitor: -5.1%; GCN5L2 inh: -4.8%; N370S GC: -15.7%

The last 2 compounds of the section before open the next one.
What do the screens show for `COc1ccc([C@H]2CC(=O)C=C(c3cccc(OCc4ccccc4)c3)C2)cc1`?
FEN1 inhibitor: -1.6%; GCN5L2 inh: 1.9%

How did O=C1N=C(N2CCOCC2)S/C1=C\c1cccnc1 do in these assays?
FEN1 inhibitor: -5.1%; GCN5L2 inh: -4.8%; N370S GC: -15.7%

How did CN(C)S(=O)(=O)c1cccc(NC(=O)/C=C/c2ccccc2[N+](=O)[O-])c1 do in these assays?
FEN1 inhibitor: 8.4%; GCN5L2 inh: -3.9%; N370S GC: -9.4%

What do the screens show for `CCOc1ccccc1NC(=O)NNS(=O)(=O)c1ccc([N+](=O)[O-])cc1`?
FEN1 inhibitor: -2.2%; GCN5L2 inh: -5.9%; N370S GC: -6.3%

Results for CCOc1ccc(OCc2ccc(C(=O)OCc3ccccn3)o2)cc1 ?
FEN1 inhibitor: 1.5%; GCN5L2 inh: -8.1%; N370S GC: 0.1%

What do the screens show for `COC(=O)C1SCC2C(=O)N(Cc3cccc(C)c3)CC(=O)N21` (centres undefined)?
FEN1 inhibitor: -5.6%; GCN5L2 inh: -0.3%; N370S GC: -0.5%

Results for O=C(COC(=O)c1ccc(S(=O)(=O)N2CCc3ccccc3C2)cc1)NC(=O)NCc1ccco1 ?
FEN1 inhibitor: 3.7%; GCN5L2 inh: -4.4%; N370S GC: -4.2%

What do the screens show for `COc1cccc(NC(=O)CCC2CCN(C(=O)c3ccc(C(C)=O)s3)CC2)c1`?
FEN1 inhibitor: -11.7%; GCN5L2 inh: inconclusive; N370S GC: -5.9%

How did COc1ccccc1NS(=O)(=O)c1ccc(/C=C/C(=O)N2CCN(C(C)=O)CC2)cc1 do in these assays?
FEN1 inhibitor: -14.4%; GCN5L2 inh: -3.1%

Results for COc1ccccc1CNC(=O)CCC1N=C2c3ccccc3N=C(SCC(=O)NCCc3ccccc3)N2C1=O (centres undefined) ?
FEN1 inhibitor: 0.2%; GCN5L2 inh: -8.5%

Results for CCN(CC(=O)NCCc1ccc(Cl)cc1)Cc1nc2ccccc2c(=O)[nH]1 ?
FEN1 inhibitor: -3.0%; GCN5L2 inh: -9.4%; N370S GC: 8.7%

Results for COc1ccccc1S(=O)(=O)Cc1ccc(C(=O)NC2CC2)o1 ?
FEN1 inhibitor: 18.8%; GCN5L2 inh: -9.2%; N370S GC: 8.7%

Results for Cn1c(=O)c2c(ncn2CC(=O)OCC(=O)Nc2ccc(Cl)cc2Cl)n(C)c1=O ?
FEN1 inhibitor: -6.3%; GCN5L2 inh: 2.1%; N370S GC: 6.6%

How did COc1ccccc1CNc1ncncc1-c1ccccc1CN(C)C do in these assays?
GCN5L2 inh: -1.6%; N370S GC: 3.4%

Results for CN(C(=O)c1cc(-c2ccc3c(c2)OCO3)on1)c1ccccc1 ?
FEN1 inhibitor: -7.0%; GCN5L2 inh: -5.1%; N370S GC: 1.4%

Results for CCc1nnc(NC(=O)c2cc(S(=O)(=O)N(CC)CC)ccc2Cl)s1 ?
FEN1 inhibitor: -5.3%; GCN5L2 inh: 2.3%; N370S GC: 24.3%

What do the screens show for `COc1cccc(N2CCN(S(=O)(=O)c3ccc4c(c3)oc(=O)n4C)CC2)c1`?
FEN1 inhibitor: -3.3%; GCN5L2 inh: -9.5%; N370S GC: 0.8%

How did C=CCOCCN(C)C1=NS(=O)(=O)c2ccccc21 do in these assays?
FEN1 inhibitor: 1.4%; GCN5L2 inh: -2.9%; N370S GC: 5.3%

What do the screens show for `CCC(=O)N1CCc2cc(S(=O)(=O)CCC(=O)N3CCN(c4ccc(C(C)=O)cc4)CC3)ccc21`?
FEN1 inhibitor: 3.4%&10.8%; GCN5L2 inh: -8.2%&1.8%; N370S GC: 15.4%

Results for CNC(=O)C1Cc2ccccc2CN1S(=O)(=O)c1ccc(OC)c(OC)c1 (centres undefined) ?
FEN1 inhibitor: 6.9%; GCN5L2 inh: 0.2%; N370S GC: -6.3%

Results for CC1CCc2c(nc3nc[nH]n3c2=O)C1 (centres undefined) ?
FEN1 inhibitor: -2.4%; GCN5L2 inh: -4.2%[0.501 µM]; N370S GC: -3.7%

What do the screens show for `COc1ccc(C(=O)C2CCN(C(=O)c3ccc(F)cc3)CC2)cc1`?
FEN1 inhibitor: 2.5%; GCN5L2 inh: 3.8%; N370S GC: -9.7%

Results for CN1C(=O)c2ccccc2Sc2ccc(NC(=O)N3CCN(c4ccccc4)CC3)cc21 ?
FEN1 inhibitor: 12.8%; GCN5L2 inh: -2.3%

What do the screens show for `O=S(=O)(Nc1cccc2[nH]ncc12)c1cccs1`?
FEN1 inhibitor: -4.2%; GCN5L2 inh: -24.4%; N370S GC: -25.7%

What do the screens show for `CCOc1ccc(NC(=O)CN2C(C(=O)OC)=C(c3ccccc3)c3cc(Cl)ccc3S2(=O)=O)cc1`?
FEN1 inhibitor: -8.4%; GCN5L2 inh: -7.8%

What do the screens show for `Cc1c(S(=O)(=O)Nc2ccc(Oc3ccccc3)cc2)c(=O)n(C)c(=O)n1C`?
FEN1 inhibitor: 4.2%; GCN5L2 inh: -17.2%; N370S GC: 10.9%

What do the screens show for `Cc1ccccc1NC(=O)COC(=O)c1ccc(S(=O)(=O)N2CCCCCC2)cc1`?
FEN1 inhibitor: -4.5%; GCN5L2 inh: -3.4%; N370S GC: -2.0%

What do the screens show for `N#C/C(=C\c1cccs1)C(=O)NCC1CCCO1` (centres undefined)?
FEN1 inhibitor: 4.0%; GCN5L2 inh: -4.6%; N370S GC: 2.9%

Results for CC#CC[N+](C)(C)CCCCCCCC ?
FEN1 inhibitor: 1.3%; GCN5L2 inh: 1.0%; N370S GC: -9.1%

What do the screens show for `Cc1ccc2oc(C(=O)Nc3nnc(CC(C)C)s3)cc(=O)c2c1`?
FEN1 inhibitor: -3.8%; GCN5L2 inh: -8.6%

What do the screens show for `C=CCN1C(=O)N(c2ccccc2)C(=O)C1CC(=O)Nc1ccc(OC)cc1` (centres undefined)?
FEN1 inhibitor: 0.5%; GCN5L2 inh: -5.2%; N370S GC: -5.4%

How did CC1(C)C(=O)Nc2ccccc2N1C(=O)COc1ccc(C#N)cc1 do in these assays?
FEN1 inhibitor: -14.3%; GCN5L2 inh: -11.0%

How did O=C(NCCCN1CCOCC1)c1cc(-c2ccco2)nc2ccccc12 do in these assays?
FEN1 inhibitor: inconclusive; GCN5L2 inh: -28.3%

Results for COc1ccc(C(C(=O)NCC2CCCO2)N(Cc2cccs2)C(=O)c2snc(C(N)=O)c2N)cc1 (centres undefined) ?
FEN1 inhibitor: -5.9%; GCN5L2 inh: -8.1%; N370S GC: 0.6%

How did CCOCCCn1c(C)nc2c(c1=O)c1nc3ccccc3nc1n2-c1ccc(C)cc1 do in these assays?
FEN1 inhibitor: 5.0%; GCN5L2 inh: 1.6%; N370S GC: -12.7%

What do the screens show for `Brc1ccccc1Cn1c(-c2cscn2)nc2ccccc21`?
FEN1 inhibitor: -19.5%; GCN5L2 inh: -7.6%[0.501 µM]; N370S GC: 18.5%

Results for O=C(O)c1cccc(S(=O)(=O)Nc2ccc(O)cc2Sc2nc3ccccc3s2)c1 ?
FEN1 inhibitor: -1.7%; GCN5L2 inh: -17.3%; N370S GC: inconclusive

What do the screens show for `CCOc1ccccc1NC(=O)CN(c1ccc(OC)cc1OC)S(=O)(=O)c1ccccc1[N+](=O)[O-]`?
FEN1 inhibitor: -6.2%; GCN5L2 inh: -10.9%; N370S GC: 22.0%

Results for COc1cc(C2C(C(=O)c3cccs3)=C(O)C(=O)N2c2cc(C)on2)ccc1O (centres undefined) ?
FEN1 inhibitor: 4.0%; GCN5L2 inh: -2.8%; N370S GC: -1.6%

Results for Cn1cc(CNC(=O)c2ccc3nc(Cc4ccccc4F)oc3c2)cn1 ?
FEN1 inhibitor: 6.4%; GCN5L2 inh: -16.3%; N370S GC: -0.5%

How did COc1ccc(CCNC(=O)CCN2C(=O)COc3ccc(C)cc32)cc1OC do in these assays?
FEN1 inhibitor: -1.3%; GCN5L2 inh: -19.9%; N370S GC: -2.5%

Results for O=C(O)C1Cc2ccccc2CN1C(=O)c1ccccc1Cl (centres undefined) ?
FEN1 inhibitor: -1.6%; N370S GC: 5.6%

How did Cn1cc(-c2nc3cnc(Oc4cccc(Cl)c4)nc3n(CCC#N)c2=O)c2ccccc21 do in these assays?
GCN5L2 inh: -11.4%; N370S GC: -8.4%

What do the screens show for `COc1cc(C)ccc1OCCOc1c(C)cc(Cl)cc1Cl`?
FEN1 inhibitor: -0.6%; GCN5L2 inh: -6.9%; N370S GC: 1.0%
